High-throughput results (PubChem BioAssay)
procasp3 activ: procaspase-3 (human) activation; P42574; recombinant procaspase-3 D3A, Ac-DEVD-pNA absorbance 405 nm; activation, % at 8.5 µM; 330,000 compounds, 0.11% hits;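 active = activation above the mean of all tested compounds plus 3 SD, cut at about 21% in these data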;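 also: 0% = DMSO alone and 100% = DMSO wells spiked with extra 5 µM PC-3 D3A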
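material = Procaspase-3 D3A mutant | probe or stimulus = Ac-DEVD-pNA | compound = single dose, 8.5 µM nominal compound, 0.8% DMSO | timing = 1 h preincubation, 2 h reaction | measured by = 405 nm absorbance of p-nitroaniline, reads at 0 and 120 min | benchmarks = DMSO-only low control, 5 µM PC-3 D3A high control | repeats = singlicate, each compound tested once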
HCV core dimer: HCV core protein dimerization inhibition; TR-FRET GST/Flag-core106 dimerization, 1536-well; AID 1899; 300,000 compounds, 0.33% hits; inhibition, % at 5 µM;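 active = inhibition above the mean of all tested compounds plus 3 SD, set per screening campaign, cut at about 45% in these data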
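test system = GST/Flag-tagged HCV core106 proteins | probe or stimulus = Eu donor and XL665 acceptor anti-tag antibodies | times = compound-protein-antibody incubation 4 h at 22.5 °C | signal = TR-FRET, excitation 340 nm, emission 617 and 671 nm | measure = percent inhibition of core106 dimerization signal | controls = wells lacking GST-core106 and wells with excess unlabelled core106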
JMJD2C inh: inhibitors of human GASC-1 (JMJD2C) demethylase | GST-JMJD2C(1-420) H3K9me3 demethylation, DELFIA europium | inhibition, % at 2.35 µM | 330,000 compounds, 0.069% hits | AID 2099;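 active = more than half of a compound's replicate wells show inhibition beyond 50%, single wells judged on their own value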;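 also: signal counts dimethyl H3K9 product captured on neutravidin plate; 0% = median of DMSO wells and 100% = 0.3 times that DMSO median; strong numbers were not always called active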
PP5 inh: blocks human protein phosphatase 5 activity. 320,000 compounds, 0.18% hits. inhibition, % at 6.7 µM. purified PP5c, OMFP substrate fluorescence. P53041;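 active = inhibition above the campaign's mean inhibition across all tested compounds plus 3 SD, cut at about 9.5% in these data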;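 also: 0% = DMSO only and 100% = 100 µM cantharidin control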
Target sequence (P53041 whole entry, looked up): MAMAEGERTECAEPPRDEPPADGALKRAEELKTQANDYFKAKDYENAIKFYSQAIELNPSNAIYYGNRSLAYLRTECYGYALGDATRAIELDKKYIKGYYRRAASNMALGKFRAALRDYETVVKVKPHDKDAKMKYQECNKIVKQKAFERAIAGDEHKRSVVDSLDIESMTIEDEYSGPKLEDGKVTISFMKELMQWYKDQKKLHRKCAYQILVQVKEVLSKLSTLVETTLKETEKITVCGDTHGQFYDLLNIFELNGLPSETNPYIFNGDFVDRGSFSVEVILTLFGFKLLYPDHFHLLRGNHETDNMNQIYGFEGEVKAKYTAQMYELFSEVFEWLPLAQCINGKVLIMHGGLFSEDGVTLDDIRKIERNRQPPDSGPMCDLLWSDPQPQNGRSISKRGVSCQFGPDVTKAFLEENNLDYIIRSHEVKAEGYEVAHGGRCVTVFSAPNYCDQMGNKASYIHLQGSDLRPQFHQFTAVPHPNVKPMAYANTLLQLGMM
VLA-4 inh: inhibition in a human VLA-4 binding assay; P13612; VLA-4 expressing cells, ligand binding flow cytometry; inhibition, % (about 7 µM as worked out from the volumes in the protocol); 330,000 compounds, 0.2% hits; AID 2557; in the data active = inhibition above about 50%
PP1 counter: counter-screen for PP5 inhibitors: inhibitors of human PP1-alpha. purified PP1alpha, OMFP fluorescence. P62136. 320,000 compounds, 0.9% hits. inhibition, % at 6.7 µM. AID 2235;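 active = inhibition above the mean inhibition of all tested compounds plus 3 SD, computed separately for each screening campaign, cut at about 15% in these data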
Target sequence (P62136 whole entry, looked up): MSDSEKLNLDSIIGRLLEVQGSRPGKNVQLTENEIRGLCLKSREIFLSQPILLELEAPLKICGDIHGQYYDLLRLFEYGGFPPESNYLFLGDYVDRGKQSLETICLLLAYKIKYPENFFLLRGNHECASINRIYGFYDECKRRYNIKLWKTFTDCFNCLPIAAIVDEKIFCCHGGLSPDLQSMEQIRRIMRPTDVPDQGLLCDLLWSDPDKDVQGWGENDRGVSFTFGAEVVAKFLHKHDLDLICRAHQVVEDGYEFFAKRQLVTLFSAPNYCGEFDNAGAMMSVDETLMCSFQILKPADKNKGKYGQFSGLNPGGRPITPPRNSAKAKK
procasp7 counter: counter-screen for procaspase-3 activators: activators of human procaspase-7; 330,000 compounds, 0.093% hits; AID 463210; activation, % at 8.5 µM; recombinant procaspase-7, Ac-DEVD-pNA absorbance 405 nm; D23A/D198A/D206A triple mutant, cannot self-cleave; scale: DMSO 0, 5 µM enzyme 100;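 active = percent activation above the screen-wide mean plus 3 SD, cut at about 25% in these data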
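Detection: p-Nitroaniline absorbance at 405 nm, read at 0 and 120 min; system: Uncleavable procaspase-7 mutant enzyme; evaluation: % activation from two-timepoint absorbance difference, scaled to controls; times: 1 h enzyme–compound preincubation and 2 h substrate reaction, both 25 °C; buffer or medium: Zinc-free HEPES pH 7.4 with 300 mM NaCl, 0.01% Triton X-100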
GRK2 aptamer HTS: human GRK2 inhibition via aptamer displacement; P25098; inhibition of aptamer binding, % at 10 µM; bead flow cytometry, FAM-aptamer displacement from GRK2; 330,000 compounds, 0.59% hits;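 active = inhibition of aptamer binding above 40%, roughly 3 SD of noise, on plates passing a quality check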;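 also: median bead fluorescence of bound FAM aptamer so fluorescent compounds give negative values; no value below 0 was filed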
Fh CTSL1 inh: cathepsin L1 inhibition, PFM18AAP counter-screen; 300,000 compounds, 0.49% hits; recombinant F. hepatica cathepsin L1, Z-Leu-Arg-MCA fluorescence; inhibition, % at 5.96 µM;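 active = inhibition above the mean of all tested compounds plus 3 SD, set per screening campaign, cut at about 17% in these data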;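 also: 0% = plate median of test compound wells and 100% = 1 µM Z-Phe-Ala-diazomethylketone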
* hit, by the source's call; & = joins results of further samples. Outcome played no part in choosing rows; overall some 2.6% were active at least once.

How did COc1ccc(N2CCN(C3CCCN(C(=O)CN4CCCCC4=O)C3)CC2)cc1 (configuration not stated) do in these assays?
procasp3 activ: -1; HCV core dimer: -6; JMJD2C inh: 4; PP5 inh: 0.7; VLA-4 inh: 12; PP1 counter: -6; procasp7 counter: 3; GRK2 aptamer HTS: 5; Fh CTSL1 inh: -4

How did CCC(=O)c1ccc(OCc2ccc(C#N)cc2)cc1 do in these assays?
procasp3 activ: 3; HCV core dimer: 1; JMJD2C inh: -14; PP5 inh: 0.2; VLA-4 inh: 2; PP1 counter: 0; procasp7 counter: -4; GRK2 aptamer HTS: 2; Fh CTSL1 inh: 4

Results for FC(F)Oc1ccc(NC(=S)NN2CCOCC2)cc1 ?
procasp3 activ: 8; HCV core dimer: -10; JMJD2C inh: 10; PP5 inh: -0.4; VLA-4 inh: 4; PP1 counter: 2; procasp7 counter: 6; GRK2 aptamer HTS: 2; Fh CTSL1 inh: 0

What do the screens show for `COc1ccc(N(CC(=O)N/N=C/c2ccc(-c3ccc([N+](=O)[O-])cc3)o2)S(=O)(=O)c2ccc(C)cc2)cc1`?
procasp3 activ: 0; HCV core dimer: 52*; JMJD2C inh: -24; PP5 inh: 0.6; VLA-4 inh: -9; PP1 counter: 0; procasp7 counter: 4; GRK2 aptamer HTS: 4; Fh CTSL1 inh: 1

How did Cn1c(C(=O)NCCCN2CCN(c3ccccc3F)CC2)cc2c(=O)n(C)c3ccccc3c21 do in these assays?
procasp3 activ: 5; HCV core dimer: -2; JMJD2C inh: -8&-3; PP5 inh: 3.7; VLA-4 inh: -11; PP1 counter: -3; procasp7 counter: 2; GRK2 aptamer HTS: 0; Fh CTSL1 inh: 1

What do the screens show for `O=C(CCC1COc2ccccc2O1)Nc1ccccn1` (configuration not stated)?
procasp3 activ: 8; HCV core dimer: 1; JMJD2C inh: 4; PP5 inh: 3.2; VLA-4 inh: 4; PP1 counter: -3; procasp7 counter: 8; GRK2 aptamer HTS: 1; Fh CTSL1 inh: 1

What do the screens show for `COc1ccccc1C1=NOC(COC(=O)c2ccc([N+](=O)[O-])cc2)C1` (configuration not stated)?
procasp3 activ: -8; HCV core dimer: -3; JMJD2C inh: 8; PP5 inh: -0.1; VLA-4 inh: 10; PP1 counter: 0; procasp7 counter: 2; GRK2 aptamer HTS: 1; Fh CTSL1 inh: 0

Results for CCOC(CNc1ncnc2sc(-c3ccccc3)cc12)OCC ?
procasp3 activ: 4; HCV core dimer: -1; JMJD2C inh: 30; PP5 inh: 3.9; VLA-4 inh: 11; PP1 counter: -3; procasp7 counter: -7; GRK2 aptamer HTS: 48*; Fh CTSL1 inh: 2

What do the screens show for `COc1ccc(S(=O)(=O)N2CCCCC2)cc1NC(=O)CCCNC(=O)c1ccc(Cl)cc1`?
procasp3 activ: -1; PP5 inh: -2.0; VLA-4 inh: -4; PP1 counter: 0; procasp7 counter: 20; GRK2 aptamer HTS: 3

How did CCOC(=O)c1ccc(OCC(=O)c2ccc(O)cc2O)cc1 do in these assays?
procasp3 activ: -2; HCV core dimer: -1; JMJD2C inh: -4; PP5 inh: 1.3; VLA-4 inh: 0; PP1 counter: 1; procasp7 counter: 7; GRK2 aptamer HTS: 5; Fh CTSL1 inh: 3

What do the screens show for `COc1ccc(CNc2cc(C)ccn2)c(O)c1`?
procasp3 activ: -1; HCV core dimer: 2; JMJD2C inh: -7; PP5 inh: 0.2; VLA-4 inh: 8; PP1 counter: -2; procasp7 counter: -5; GRK2 aptamer HTS: 1; Fh CTSL1 inh: -6

What do the screens show for `COC(=O)c1ccc(NC(=O)c2ccccc2NS(C)(=O)=O)cc1`?
procasp3 activ: -3; HCV core dimer: 0; JMJD2C inh: -43; PP5 inh: 1.0; VLA-4 inh: -4; PP1 counter: -2; procasp7 counter: -6; GRK2 aptamer HTS: 0; Fh CTSL1 inh: 6

Results for COc1ccccc1Nc1nnc(SCC(=O)NC(=O)Nc2ccc3c(c2)OCCO3)s1 ?
procasp3 activ: -2; HCV core dimer: 13; JMJD2C inh: 21; PP5 inh: 2.1; VLA-4 inh: 12; PP1 counter: 1; procasp7 counter: -1; GRK2 aptamer HTS: 0; Fh CTSL1 inh: -1

Results for Cn1nc(C(=O)OCC(=O)N2CCc3ccccc32)c2ccccc2c1=O ?
procasp3 activ: 5; HCV core dimer: 2; JMJD2C inh: 7; PP5 inh: -7.2; VLA-4 inh: 0; PP1 counter: -5; procasp7 counter: -1; GRK2 aptamer HTS: 2; Fh CTSL1 inh: -7

What do the screens show for `CN1CCN(c2ccc(CNS(=O)(=O)Cc3ccc(Cl)cc3)cc2)CC1`?
procasp3 activ: 2; HCV core dimer: -1; JMJD2C inh: 3; PP5 inh: -1.7; VLA-4 inh: 1; PP1 counter: -2; procasp7 counter: 14; GRK2 aptamer HTS: 0; Fh CTSL1 inh: -2

What do the screens show for `O=C(NCC1CCN(c2ccc(S(=O)(=O)N3CCOCC3)cc2)CC1)c1ccc(Cl)cc1`?
procasp3 activ: 0; HCV core dimer: 5; JMJD2C inh: -10; PP5 inh: 2.4; VLA-4 inh: 26; PP1 counter: -1; procasp7 counter: 4; GRK2 aptamer HTS: 1; Fh CTSL1 inh: 2

How did CCOC(=O)c1cnc(SCC(=O)c2ccccc2)nc1N do in these assays?
procasp3 activ: -6; HCV core dimer: 7; JMJD2C inh: -10; PP5 inh: 0.1; VLA-4 inh: 8; PP1 counter: -2; procasp7 counter: -8; GRK2 aptamer HTS: 4; Fh CTSL1 inh: 2

Results for O=C(O)CSc1nnc(CNc2ccccc2Cl)n1-c1ccccc1 ?
procasp3 activ: -5; HCV core dimer: 4; JMJD2C inh: 18; PP5 inh: 0.1; VLA-4 inh: 6; PP1 counter: 0; procasp7 counter: -6; GRK2 aptamer HTS: 0; Fh CTSL1 inh: 8

What do the screens show for `CC1=NN(c2ccc([N+](=O)[O-])cc2)C(c2ccccc2)C1` (configuration not stated)?
procasp3 activ: -21; HCV core dimer: -6; JMJD2C inh: 16; PP5 inh: 0.1; VLA-4 inh: -10; PP1 counter: 4; procasp7 counter: -13; GRK2 aptamer HTS: 5; Fh CTSL1 inh: 1

Results for CCOc1ccc(NC(=O)c2ccc(N3CC4CC(C3)c3cccc(=O)n3C4)c(NC(=O)c3cccnc3)c2)cc1 (configuration not stated) ?
procasp3 activ: 4; HCV core dimer: 10; JMJD2C inh: 11; PP5 inh: -0.7; VLA-4 inh: 18; PP1 counter: 1; procasp7 counter: 5; GRK2 aptamer HTS: 0; Fh CTSL1 inh: 3

What do the screens show for `CC(C)n1cc(/C=C2/SC(=O)N(CC(=O)N3CCCC3)C2=O)c2ccccc21`?
procasp3 activ: 10; HCV core dimer: 2; JMJD2C inh: 4; PP5 inh: 0.8; VLA-4 inh: 5; PP1 counter: 2; procasp7 counter: 6; GRK2 aptamer HTS: 0; Fh CTSL1 inh: 1

Results for C=CCOc1cccc(C(=O)N2CCCC(Nc3ccc(F)cc3)C2)c1 (configuration not stated) ?
procasp3 activ: -2; HCV core dimer: 1; JMJD2C inh: -6; PP5 inh: 1.2; VLA-4 inh: 0; PP1 counter: -2; procasp7 counter: -10; GRK2 aptamer HTS: 3; Fh CTSL1 inh: 2

What do the screens show for `CCC(C)Sc1nnc(NC(=O)c2ccco2)s1` (configuration not stated)?
procasp3 activ: 12; HCV core dimer: 10; JMJD2C inh: -2; PP5 inh: 0.5; VLA-4 inh: 5; PP1 counter: -6; procasp7 counter: -4; GRK2 aptamer HTS: 0; Fh CTSL1 inh: -8

How did C=CCn1c(-c2cccc(Cl)c2)n[nH]c1=S do in these assays?
procasp3 activ: -5; HCV core dimer: 3; JMJD2C inh: 11; PP5 inh: 3.9; VLA-4 inh: 4; PP1 counter: 1; procasp7 counter: -14; GRK2 aptamer HTS: 2; Fh CTSL1 inh: -2

What do the screens show for `CCCCN1C(N)=NC[C@@H]1Cc1ccc(O)cc1`?
procasp3 activ: 8; HCV core dimer: -6; JMJD2C inh: 3; PP5 inh: 2.0; VLA-4 inh: 29; PP1 counter: 1; procasp7 counter: 1; GRK2 aptamer HTS: 1; Fh CTSL1 inh: 4

Results for Cc1ccc(C(=O)O/N=C(\N)c2ccccn2)cc1 ?
procasp3 activ: -4; HCV core dimer: -20; JMJD2C inh: 32; PP5 inh: 0.8; VLA-4 inh: 10; PP1 counter: 1; procasp7 counter: -5; GRK2 aptamer HTS: 0; Fh CTSL1 inh: 0

What do the screens show for `O=C(CCCCCNC(=O)c1ccccc1)C[N+](=O)[O-]`?
procasp3 activ: -22; HCV core dimer: -2; JMJD2C inh: 19; PP5 inh: 0.1; VLA-4 inh: -2; PP1 counter: -3; procasp7 counter: -39; GRK2 aptamer HTS: 0; Fh CTSL1 inh: 4

How did Nc1ccccc1-n1c(=O)n(Cc2ccccc2F)c(=O)c2[nH]cnc21 do in these assays?
procasp3 activ: 7; HCV core dimer: 2; JMJD2C inh: -17; PP5 inh: 0.7; VLA-4 inh: 10; PP1 counter: -1; procasp7 counter: -15; GRK2 aptamer HTS: 0; Fh CTSL1 inh: -4

What do the screens show for `O=C(CN1CCN(c2ccc(O)cc2)CC1)Nc1ccc(-c2ccccc2)cc1`?
procasp3 activ: -18; HCV core dimer: 8; JMJD2C inh: -8; PP5 inh: 0.2; VLA-4 inh: 9; PP1 counter: 0; procasp7 counter: -24; GRK2 aptamer HTS: 0; Fh CTSL1 inh: 4

Results for OCCC1CN(Cc2nc3c(s2)CCCC3)CCN1CCc1ccccc1 (configuration not stated) ?
procasp3 activ: -6; HCV core dimer: 5; JMJD2C inh: 1; PP5 inh: -0.3; VLA-4 inh: 6; PP1 counter: -4; procasp7 counter: -3; GRK2 aptamer HTS: 0; Fh CTSL1 inh: -1

What do the screens show for `CC(C)NC(=O)c1cc2cc([N+](=O)[O-])ccc2s1`?
procasp3 activ: -10; HCV core dimer: -4; JMJD2C inh: 10; PP5 inh: 1.3; VLA-4 inh: 11; PP1 counter: -1; procasp7 counter: 3; GRK2 aptamer HTS: 1; Fh CTSL1 inh: -3

What do the screens show for `CC(=O)c1ccc(S(=O)(=O)NCCC(=O)N2CCN(c3ccccn3)CC2)cc1`?
procasp3 activ: 5; JMJD2C inh: 0; PP5 inh: 2.4; VLA-4 inh: 7; PP1 counter: -5; procasp7 counter: -10; GRK2 aptamer HTS: 0

How did CCCOc1ccc(Cn2c(O)cc(=O)[nH]c2=O)cc1 do in these assays?
procasp3 activ: -18; HCV core dimer: 5; JMJD2C inh: 5; PP5 inh: -2.7; VLA-4 inh: 9; PP1 counter: 3; procasp7 counter: -21; GRK2 aptamer HTS: 0; Fh CTSL1 inh: -5
